Screens (PubChem BioAssay)
Nrf2 block: blocks Nrf2 signaling; A549 ARE-Fluc reporter, luciferase luminescence, 18-24 h; Potency, µM (highest dose often 46 µM), inactives show at the top dose activity change, negative = inhibition, most hits filed as inhibitors; 360,000 compounds, 2.1% hits; AID 504444; further: potency means the concentration at half of the fitted maximal effect; on the % scale 0 is the no-effect control and ±100 the full control effect; nearly all actives have a fitted effect of over 60% in size
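Cells were seeded and rested 2 h, then exposed to compounds for 18-24 h. CellTiter-Fluor was read first as a viability measure. BugLite was added 15 min before the final luminescent read of ARE-luciferase activity in A549 cells.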
A549 tox: counter-screen for Nrf2 inhibitors: cytotoxicity in A549 cells. A549 ARE-Fluc cells, CellTiter-Fluor viability, 18-24 h. AID 504648. Potency, µM (titrated, usually from 46 µM), inactives show at the highest dose activity change, negative = cytotoxicity, actives largely listed as inhibitors. 390,000 compounds, 0.16% hits; further: potency means the concentration at half of the fitted maximal effect; on the % scale 0 is the no-effect control and ±100 the full control effect
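A549 ARE_Fluc cells in 5% FBS OPTI-MEM were exposed to compounds in concentration-response for 18-24 h at 37 deg C. Viability was read by CellTiter-Fluor fluorescence (Ex 405/Em 525) after 30 min, before the luciferase read.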
pAkt inh: blocks phosphorylation of Akt. activity change, % for hits at 50 µM. AID 651550. 360,000 compounds, 0.32% hits. Neuro2A IGF-stimulated pAkt S473 HTRF, 20 min; active compounds read low; in the data active means activity change below about -80%; inconclusive means mostly about -51% to -80%; further: on the % scale 0 is the no-effect control and ±100 the full control effect
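Neuro2A cells (4,500/well, DMEM with 0.5% FBS) were treated with compound at a single 50 µM final concentration, stimulated with 6 nM IGF for 20 min at 37 °C, and lysed. Phospho-Akt Ser473 was read by HTRF as 665/615 ratio ×10^4.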
TGFb inhibitor: blocks TGF-b signaling; Potency, µM (doses to about 46.1 µM), for the others: at the highest dose activity, negative = inhibition, most hits filed as inhibitors; HepG2 CAGA-GFP TGF-b/SMAD3 reporter, GFP fluorescence, 18 h; TGF-beta stimulated, 500 pg/mL final; 410,000 compounds, 1.2% hits; AID 588855; further: potency means the concentration at half of the fitted maximal effect; on the % scale 0 is the no-effect control and ±100 the full control effect; nearly all actives have a fitted effect of over 65% in size
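HEPG2 CAGA-GFP reporter cells (1000/well, DMEM with 1% FBS) received compounds, then recombinant TGF-beta at 500 pg/mL final for 18 hours at 37 degrees C. Per-cell GFP summed per well was normalised to unstimulated and stimulated DMSO controls before curve fitting.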
Abeta rescue: compounds reversing amyloid beta toxicity in yeast. yeast expressing A-beta42, growth rescue, OD600, 48 h; response scale: 0% DMSO, 100% iron-clioquinol control. Potency, µM (series often up to 46.1 µM), for inactives: at the highest dose growth rescue, hits mostly activators. 410,000 compounds, 0.063% hits; further: potency means the concentration at half of the fitted maximal effect; nearly all actives have a fitted effect of over 55% in size
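Yeast A-beta toxicity model in growth medium with pinned compounds, 48 h at 30 C; growth read as absorbance at 600 nm. Normalized to FeCl3/clioquinol equimolar mix (positive) and DMSO (negative).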
Mm-Cpn inhibitor: inhibitors of Methanococcus maripaludis chaperonin (MmCpn) | 330,000 compounds, 0.031% hits | Potency, µM (titrated, usually from 76.9 µM), for the others: at the highest dose activity, negative = inhibition, usual class: inhibitors | purified Mm-Cpn ATPase, ADP Transcreener TR-FRET | AID 504842; further: potency means the concentration at half of the fitted maximal effect; on the % scale 0 is the no-effect control and ±100 the full control effect; nearly all actives have a fitted effect of over 80% in size
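Purified archaeal chaperonin (25 nM final) was preincubated with compound for 10 min at 37°C, then ATP (10 uM final) was added for 30 min at 37°C in Tris pH 7.4/KCl/MgCl2/DTT buffer. ADP was quantified by HTRF Transcreener TR-FRET.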
HepG2 viability: counter-screen for TGF-b inhibitors: cytotoxicity in HepG2 cells; HepG2 CAGA-GFP viability, ATP luminescence, 18 h; Potency, µM (top dose mostly 46.1 µM), for the others: at the highest dose activity change, negative = cytotoxicity, hits mostly cytotoxic; 410,000 compounds, 0.76% hits; further: potency means the concentration at half of the fitted maximal effect; some results filed as inactive show a strong effect at the top dose
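HepG2 CAGA-GFP cells (1000/well, DMEM with 1% FBS) received compound, then TGF-beta at 500 pg/mL final, and were incubated 18 hours at 37 degrees C. Viability was read by CellTiter-Glo luminescence. Media-only wells were set as complete cell-killing and DMSO as no toxicity.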
Numbers without * were called inactive; i = inactive; ? = inconclusive; · = not tested or not shown; [ ] = dose if it differs, or a comment. Unless noted, the call rests on the fitted dose curve; in most records, active means well fitted curve in the direction sought with a large enough effect; inconclusive means small, poorly fitted or top-dose-only effect, or another doubt; inactive means no such curve, though single readings can be large; an effect the other way counts as inactive or inconclusive. Only part of the results is shown. The share of hits here may be higher or lower than overall.

entry	structure	Nrf2 block	A549 tox	pAkt inh	TGFb inhibitor	Abeta rescue	Mm-Cpn inhibitor	HepG2 viability
1	Nc1nc(N)c(N)c(=O)[nH]1	·	·	·	12.0%	·	·	6.0%
2	COc1ccc(OC)c(/C=C2\Cc3ccccc3C2=O)c1	·	·	·	-23.8%	·	·	-31.7%
3	O=C(O)/C=C/c1ccc2ccccc2c1	·	·	·	19.4%	·	·	-2.3%
4	Cc1cc(N(C)C)cc(C)c1/C=C/c1cc[n+](C)c2ccccc12	·	·	·	8.91µM*	·	·	-25.2%
5	CC(C)(C)C(=O)CSc1n[nH]c(-c2ccccc2)n1	·	·	·	-0.3%	·	·	-1.6%
6	CC(C)CN(CC(C)C)c1ccc(/C=C/c2nc3ccccc3s2)cc1	·	·	·	-21.7%	·	·	-18.7%
7	CN(C)c1ccc(/C=C/c2sc3ccccc3[n+]2CCCCBr)cc1	·	·	·	?	·	·	-31.8%
8	O=C1CC(c2ccco2)Cc2[nH]c(=O)c(C(=O)Nc3ccccc3)cc21 (stereo unspecified)	·	·	·	5.6%	·	·	-11.0%
9	C(=Nc1ccc(/C=C/c2ccnc3ccccc23)cc1)c1cccs1	·	·	·	-1.8%	·	·	-22.4%
10	O=C(C[n+]1cc(Br)cc(Br)c1)c1ccc(I)cc1	·	·	·	6.5%	·	·	9.2%
11	C=CC[n+]1cccc2cc(Br)ccc21	·	·	·	-13.6%	·	·	3.9%
12	CC(C)(C)n1ncc2c(=O)n(Cc3ccc(C(F)(F)F)cc3)cnc21	·	·	·	-22.6%	·	·	-32.7%
13	Cc1ccccc1CN1[C@H]2CCCC[C@@H]2OCCS1(=O)=O	·	·	·	1.5%	·	·	18.1%
14	Nc1ccc(C=O)cc1	·	·	·	?	·	·	-18.8%
15	CC(C)(C)n1ncc2c(=O)n(Cc3cccc(F)c3)cnc21	·	·	·	-16.9%	·	·	3.9%
16	Cc1ccc2c(c1)ncc[n+]2CC(=O)c1ccc(Cl)cc1Cl	·	·	·	6.7%	·	·	-4.4%
17	C=C1NN(C)C(=O)N1c1ccc(OC)cc1	·	·	·	-2.3%	·	·	-2.0%
18	O=C1c2cccnc2C(=O)N1c1nc(-c2ccccc2)cs1	·	·	·	1.6%	·	·	-3.7%
19	CC(NC(=O)c1cnn2c1NC(=C1CC1)C=C2C(F)F)c1ccncc1 (stereo unspecified)	·	·	·	-2.9%	·	·	-2.7%
20	O=C(C[n+]1c2ccccc2cc2ccccc21)c1ccc(F)cc1	·	·	·	-2.2%	·	·	-28.3%
21	Cc1ccc(NC(=O)COc2ccccc2C(=O)Nc2ccccc2)cc1	·	·	·	-0.5%	·	·	-4.9%
22	O=C(O)CCN(CCC(=O)O)c1ccc(/C=C/c2ccnc3ccccc23)cc1	·	·	·	47.6%[activator]	·	·	6.1%
23	CC1=C/C(=C\c2ccc(N(C)C)cc2)c2ccccc21	·	·	·	-3.4%	·	·	-7.4%
24	CC1(C)CC(=O)c2cc(C(=O)Nc3ccccc3)c(=O)[nH]c2C1	·	·	·	27.6%	·	·	1.2%
25	CN(C)c1ccc(/C=C2\C=Cc3cc(N)ccc32)cc1	·	·	·	5.6%	·	·	-7.9%
26	NC(N)=Nc1ccc(/C=C2\C=Cc3ccccc32)cc1	·	·	·	15.8µM*	·	·	-106.5%
27	CCN(CCN(C)Cl)/[N+]([O-])=N/Oc1ccc([N+](=O)[O-])cc1[N+](=O)[O-]	·	·	·	?	·	·	-102.1%
28	C(=C\c1ccccn1)/c1ccccc1	·	·	·	?	·	·	-32.2%
29	COc1ccccc1/C=C1\C=Cc2ccccc21	·	·	·	-17.5%	·	·	-13.3%
30	C[n+]1ccc(/C=C/c2ccc([N+](C)(C)C)cc2)c2ccccc21	·	·	·	4.47µM*	·	·	-69.0%

One compound at a time, as listed above:
`CC1=C/C(=C\c2ccc(N(C)C)cc2)c2ccccc21` in the list: Nrf2 block = ·; A549 tox = ·; pAkt inh = ·; TGFb inhibitor = -3.4%; Abeta rescue = ·; Mm-Cpn inhibitor = ·; HepG2 viability = -7.4%
`C(=C\c1ccccn1)/c1ccccc1` in the list: Nrf2 block = ·; A549 tox = ·; pAkt inh = ·; TGFb inhibitor = ?; Abeta rescue = ·; Mm-Cpn inhibitor = ·; HepG2 viability = -32.2%

New compounds follow
entry	structure	Nrf2 block	A549 tox	pAkt inh	TGFb inhibitor	Abeta rescue	Mm-Cpn inhibitor	HepG2 viability
31	O=C(C[n+]1cccc(Br)c1)c1ccc2c(c1)CCCC2	·	·	·	-10.3%	·	·	-25.2%
32	CC(C)(C)n1ncc2c(=O)n(Cc3ccc(Cl)c(OC(F)(F)F)c3)cnc21	·	·	·	?	·	·	-20.8%
33	CCN(CC)c1ccc(/C=C/c2nccc3ccccc23)cc1	·	·	·	162.3%[activator]	·	·	-55.0%
34	O=C(C[N+]12CCCc3cccc(c31)CCC2)c1ccccc1	·	·	·	?	·	·	-34.8%
35	C1=Cc2ccccc2/C1=C/c1ccc(/C=C2\C=Cc3ccccc32)cc1	·	·	·	4.2%	·	·	21.8%
36	CCCCCCCCNc1ccc(/C=C/c2ccnc3ccccc23)cc1	·	·	·	25.0%	·	·	-10.0%
37	c1ncc2snnc2n1	·	·	·	-0.2%	·	·	-4.6%
38	CCCCCCCCCC[Si](C)(C)CCC(=O)N[C@@H](Cc1ccc(C)cc1)c1ccccc1	·	·	·	0.2%	·	·	-22.7%
39	COc1cc2nc(N3CCCN(C)CC3)nc(Nc3ccncc3)c2cc1OC	·	·	·	?	·	·	-4.4%
40	CN(C)c1c(Cl)cc(/C=C/c2ccnc3ccccc23)cc1Br	·	·	·	?	·	·	-26.4%
41	CC(C)(C)n1ncc2c(=O)n(Cc3cc(C(F)(F)F)ccc3Cl)cnc21	·	·	·	5.7%	·	·	-17.4%
42	COc1ccccc1/C=C/c1nc2ccccc2s1	·	·	·	-7.9%	·	·	-4.0%
43	C[n+]1ccc(/C=C/c2ccc(F)cc2)c2ccccc21	·	·	·	-2.5%	·	·	-41.6%
44	O=C(Nc1ccncc1)c1cnn2c1NC(=C1CC1)C=C2C(F)F	·	·	·	1.1%	·	·	2.3%
45	Cc1cc(I)ccc1Nc1nc(NCCN2CCOCC2)nc(N2CCOCC2)n1	·	·	·	-7.2%	·	·	-45.1%
46	O=C1C(c2[nH]c3ccc(S(=O)(=O)O)cc3c2O)=Nc2ccc(S(=O)(=O)O)cc21	·	·	·	9.0%	·	·	5.6%
47	CS(=O)c1ccc(/C=C2\C=Cc3ccccc32)cc1 (stereo unspecified)	·	·	·	-7.6%	·	·	-28.8%
48	CCN(CCC#N)c1ccc(/C=C/c2ccnc3ccccc23)cc1	·	·	·	?	·	·	-44.2%
49	O=[N+]([O-])c1ccc(O/N=[N+](\[O-])N2CCCCC2)c([N+](=O)[O-])c1	·	·	·	4.0%	·	·	-1.9%
50	O=[N+]([O-])c1ccccc1S(=O)(=O)NCc1ccccn1	·	·	·	-1.4%	·	·	-14.1%

Among those listed so far, these contain a CF3 group.
entry	structure	Nrf2 block	A549 tox	pAkt inh	TGFb inhibitor	Abeta rescue	Mm-Cpn inhibitor	HepG2 viability
12	CC(C)(C)n1ncc2c(=O)n(Cc3ccc(C(F)(F)F)cc3)cnc21	·	·	·	-22.6%	·	·	-32.7%
32	CC(C)(C)n1ncc2c(=O)n(Cc3ccc(Cl)c(OC(F)(F)F)c3)cnc21	·	·	·	?	·	·	-20.8%
41	CC(C)(C)n1ncc2c(=O)n(Cc3cc(C(F)(F)F)ccc3Cl)cnc21	·	·	·	5.7%	·	·	-17.4%

Additional structures:
entry	structure	Nrf2 block	A549 tox	pAkt inh	TGFb inhibitor	Abeta rescue	Mm-Cpn inhibitor	HepG2 viability
51	Nc1c(Br)cc(/C=C2\C=Cc3ccccc32)cc1Br	·	·	·	-27.9%	·	·	-35.7%
52	Nc1cccc2cccnc12	·	·	·	-12.7%	·	·	-38.0%
53	O=C(C[N+]12CN3CN(CN(C3)C1)C2)c1ccc(Cl)cc1	·	·	·	1.4%	·	·	-18.1%
54	C=C1C=C(C)n2ncc(C(=O)Nc3ccccc3C(=O)OC)c2N1	·	·	·	-0.8%	·	·	-0.8%
55	Cc1cc(C)c2nccc(C)c2c1	·	·	·	-13.0%	·	·	-3.2%
56	Cc1ccc(C(=O)C[n+]2cccc3cccc(O)c32)cc1	·	·	·	-5.6%	·	·	-11.3%
57	O=C(O)c1ccc2c(c1)C(=O)N([C@H](Cc1ccc(-c3ccccc3)cc1)C(=O)O)C2=O	17.5%	-1.8%	·	·	·	2.6%	·
58	O=C(O)c1ccc(S(=O)(=O)N[C@H](Cc2ccc([N+](=O)[O-])cc2)C(=O)O)cc1	6.4%	-7.0%	·	·	·	-0.3%	·
59	CN1CCOc2ccc(S(=O)(=O)N3CCN(S(=O)(=O)c4c(F)cccc4F)CC3)cc21	-0.2%	2.6%	·	·	·	0.3%	·
60	O=C(O)c1ccc2c(c1)C(=O)N([C@H](Cc1ccccc1)C(=O)O)C2=O	16.4%	5.2%	·	·	·	-0.1%	·
61	O=C(O)c1ccc2c(c1)C(=O)N(CCc1ccc(O)cc1)C2=O	4.1%	-1.9%	·	·	·	-1.2%	·
62	O=C(O)c1ccc2c(c1)C(=O)N([C@H](Cc1ccc(O)cc1)C(=O)O)C2=O	2.7%	-2.4%	·	·	·	-1.8%	·
63	O=c1c(O)c(-c2ccc(O)cc2O)oc2cc(O)cc(O)c12	·	·	·	-1.9%	·	-5.9%	1.0%
64	COc1cc(C)c(Cc2cnc(N)nc2N)cc1OC	·	·	·	28.5%	·	0.9%	1.6%
65	O=C(Nc1ccccc1)O[C@@H]1C[C@H]2CCC(=O)N3CC[C@@H](C1)[C@@H]23	·	·	·	8.3%	·	-0.9%	13.9%
66	COC(=O)C(CC(=O)c1ccc(Br)cc1)n1ccnc1 (stereo unspecified)	·	·	·	4.47µM*	·	0.0%	7.94µM*
67	CO[C@H]1CN(C)C(=O)c2cc(NC(=O)c3cc(C)on3)ccc2OC[C@@H](C)N(C(=O)C2CC2)C[C@H]1C	·	·	i	·	0.3%	·	·
68	CO[C@H]1CN(C)C(=O)c2ccc(NC(=O)C3CCC3)cc2OC[C@H](C)N(Cc2ccc(F)cc2)C[C@@H]1C	·	·	i	·	6.9%	·	·
